TCR-CD3 inh = inhibitors of human TCR-CD3 interaction. TAMRA-labeled TCR probe fluorescence, biochemical. inhibition, % at 9.4 µM. 360,000 tested, 0.37% active. AID 651800; in the data active = inhibition above about 19%;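 note: recombinant mutant TCR 2C K166C tagged with TAMRA read by polarization; 0% = receptor in buffer alone and 100% = receptor with positive control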
DDE Tn7 FP inh = DD(E)-Tn7 binding inhibition, primary FP screen; FP displacement of FITC-Tn7 peptide from fibrin DD(E); 0% = median of compound wells per plate; inhibition, % at 8.3 µM; 370,000 tested, 0.13% active;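 active = inhibition above the mean of compounds falling within the control limits plus 3 SD of them, cut at about 14% in these data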;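 note: 0% = plate median of compound wells and 100% = 10 µM Aha-Tn7 peptide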
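Measure: % inhibition scaled between sample-field median and high-control FP; Test system: human fibrin DD(E); Quantity: 2 µM final DD(E) protein; Doses: one dose, 8.3 µM nominal; Schedule: compound with protein 10 min, then 3 h after probe, room temperature; Detection: fluorescence polarization; Medium: Tris buffer with calcium and detergent, pH 7.8.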
SIAE primary = blocks human sialic acid acetylesterase; Q9HAT2; SIAE FP-Rh probe binding, fluorescence polarization; inhibition, % at 9.66 µM; 370,000 tested, 0.69% active;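 active = inhibition above a cutoff: mean of compounds within the control limits plus 3 SD of those, cut at about 17% in these data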;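 note: 0% = plate median of compound wells and 100% = probe without SIAE protein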
KLK7 zymogen act = activators of human kallikrein-7 zymogen; purified proKLK7, EDANS-DABCYL substrate fluorescence; 100% is mature enzyme control, 0% vehicle; activation, % at 7 µM; 370,000 tested, 0.9% active;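 active = activation above the mean of all tested compounds plus 3 SD, computed per campaign excluding outliers beyond control limits, cut at about 13% in these data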
Target sequence (P49862 whole entry, looked up): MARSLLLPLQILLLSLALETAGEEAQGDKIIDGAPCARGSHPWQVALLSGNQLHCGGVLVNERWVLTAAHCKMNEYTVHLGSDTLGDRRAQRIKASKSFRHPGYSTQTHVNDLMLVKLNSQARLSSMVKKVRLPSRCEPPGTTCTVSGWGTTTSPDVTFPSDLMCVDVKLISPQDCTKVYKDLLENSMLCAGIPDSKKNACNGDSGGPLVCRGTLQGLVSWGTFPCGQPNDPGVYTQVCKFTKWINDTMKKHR
TDP2 absorb = TDP2 (human) inhibition, absorbance primary screen | 370,000 tested, 0.34% active | recombinant TDP2, T5PNP hydrolysis, p-nitrophenol absorbance 415 nm | O95551 | inhibition, % at 12.8 µM | AID 720702;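 active = inhibition above the mean of all tested compounds plus 3 SD, set per campaign, cut at about 25% in these data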;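 note: 0% = DMSO with enzyme and 100% = buffer with substrate but no TDP2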
Target sequence (O95551 whole entry, looked up): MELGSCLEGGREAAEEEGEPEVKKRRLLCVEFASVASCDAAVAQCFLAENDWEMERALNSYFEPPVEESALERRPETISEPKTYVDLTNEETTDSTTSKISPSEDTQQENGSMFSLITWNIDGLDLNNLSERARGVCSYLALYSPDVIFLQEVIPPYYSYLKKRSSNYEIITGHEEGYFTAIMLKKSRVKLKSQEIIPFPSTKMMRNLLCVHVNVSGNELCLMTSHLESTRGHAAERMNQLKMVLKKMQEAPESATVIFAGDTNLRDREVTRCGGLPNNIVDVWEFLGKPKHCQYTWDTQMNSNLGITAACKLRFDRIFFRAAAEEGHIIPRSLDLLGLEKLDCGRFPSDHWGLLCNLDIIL
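Test system: human TDP2 enzyme; Input: 120 nM TDP2 per well; Buffer or medium: Mg2+-containing Tris-HCl buffer, pH 7.5; Reagent: 5 mM T5PNP; Dosing: 12.8 µM single point, 1% DMSO; Incubation: reaction 2 h, 37 °C; Detection: p-Nitrophenol epi absorbance; Read-out: % inhibition relative to enzyme-containing and enzyme-free wells; Replicates: single well per compound.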
PRMT1 inh = inhibitors of human PRMT1. Q99873. recombinant PRMT1, activity-based probe fluorescence polarization. inhibition, % at 2.79 µM. 370,000 tested, 1.3% active. AID 652257;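 active = inhibition above about 21% made by adding two undisclosed values, limit read from the data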
DDE Tn6 FP inh = inhibitors of Tn6 peptide binding to human fibrin DD(E). P02675. 370,000 tested, 0.21% active. Fibrin DD(E) TRITC-Tn6 fluorescence polarization displacement. AID 720509. inhibition, % at 8.3 µM;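 active = inhibition above a per-campaign cutoff: mean of compounds within control limits plus 3 SD, cut at about 15% in these data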;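 note: 0% = median of all compound wells on the plate and 100% = blocking peptide control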
UHRF1 binding = human UHRF1 methylated DNA binding inhibitors; Q96T88; UHRF1 binding to methylated oligo, TR-FRET; 370,000 tested, 0.75% active; inhibition, % at 4.4 µM; in the data active = inhibition above about 21%;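 note: UHRF1 SRA domain binding a hemimethylated CpG hairpin DNA probe; 0% = median of test compound wells and 100% = reference inhibitor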
MBD2 DNA inh = inhibitors of human MBD2 binding to methylated oligonucleotide; TR-FRET; 370,000 tested, 0.31% active; inhibition, % at 4.4 µM; Q9UBB5; in the data active = inhibition above about 13%
Target sequence (Q9UBB5 whole entry, looked up): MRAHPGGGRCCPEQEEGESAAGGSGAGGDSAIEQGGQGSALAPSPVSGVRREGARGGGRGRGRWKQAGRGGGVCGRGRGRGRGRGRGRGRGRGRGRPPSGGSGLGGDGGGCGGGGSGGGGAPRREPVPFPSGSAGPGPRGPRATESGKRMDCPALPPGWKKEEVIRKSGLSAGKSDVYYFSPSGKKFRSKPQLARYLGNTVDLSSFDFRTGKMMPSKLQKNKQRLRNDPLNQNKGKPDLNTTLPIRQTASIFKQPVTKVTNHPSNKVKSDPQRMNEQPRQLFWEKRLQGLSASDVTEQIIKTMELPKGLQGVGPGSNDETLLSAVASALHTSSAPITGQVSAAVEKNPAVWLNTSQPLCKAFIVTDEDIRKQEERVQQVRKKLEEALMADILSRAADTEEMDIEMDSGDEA
LEDGF integ inh = blocks HIV-1 LEDGF/p75-dependent DNA integration; TR-FRET IN-LEDGF/p75 DNA integration, Eu/Cy5; inhibition, % at 3.7 µM; 370,000 tested, 0.64% active; AID 743269;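 active = inhibition above the screen-wide mean plus 3 SD, cut at about 13% in these data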;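 note: signal is the Cy5 over europium emission ratio at 671 and 618 nm; 0% = plate median of compound wells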
The depositor's hits bear a star; & = joins results of further samples.

SMILES | TCR-CD3 inh | DDE Tn7 FP inh | SIAE primary | KLK7 zymogen act | TDP2 absorb | PRMT1 inh | DDE Tn6 FP inh | UHRF1 binding | MBD2 DNA inh | LEDGF integ inh
CCCN1C(=O)C(O)(CC(=O)c2cccc(OC)c2)c2ccccc21 (centres undefined) | -4 | 4 | -2 | 0.3 | -7 | -1 | -2 | 3 | -3 | -2
Cc1ccc(NC(=O)C(Cc2ccccc2)NC(=O)OCc2ccccc2)cc1C (centres undefined) | 2 | -5 | 2 | -0.3 | -2 | -4 | -3 | -1 | 0 | 4
CN1CCN(c2ccc(NC(=O)N3CCc4ccccc43)cc2)CC1 | 4 | -6 | 1 | 0.1 | -5 | -3 | -10 | -2 | 8 | 1
CCOC(=O)c1cc(C)[nH]c1C | -2 | -4 | 3 | 0.5 | -4 | -3 | 3 | 5 | 0 | 0
N#C/C(=C\c1cccc(OC(=O)c2cccs2)c1)C(N)=O | -2 | 4 | 1 | 0.5 | 8 | -2 | 2 | 1 | 3 | 2
Cc1cccc(OCCCn2c(CO)nc3ccccc32)c1 | 7 | 7 | -10 | -0.4 | -27 | -1 | -3 | 4 | 4 | 7
CN(C)CCOC(=O)C1(c2ccccc2)CCOCC1 | 1&0 | -4&-6 | 11&-3 | 0.1&0.1 | 6&-6 | -1&-5 | -1&7 | 0&0 | 0&2 | -1&1
Cc1ccc(NC(=O)CN2C(=O)NC3(CCCc4ccccc43)C2=O)c(C)c1 (centres undefined) | 3 | 4 | 2 | 0.3 | 3 | 3 | 6 | -1 | -5 | 1
CCS(=O)(=O)c1ccc2oc(SCC(=O)NCCc3ccc(F)cc3)nc2c1 | 4 | 3 | -3 | -0.1 | -14 | 5 | -4 | 7 | 0 | -4
Nc1nnc(SCC(=O)NNC(=O)c2ccc([N+](=O)[O-])cc2)s1 | -3 | -6 | 0 | -0.6 | 1 | 2 | 3 | -2 | 2 | 5
CCOC(=O)C1=CN(Cc2cccc(F)c2)S(=O)(=O)NC1c1cccc(OC)c1 (centres undefined) | -2 | 6 | 2 | -0.6 | -3 | 0 | 1 | -1 | 0 | -3
C#CC(CC)(CC)NC(=O)c1ccc(Br)s1 | -5 | -3 | -3 | 0.6 | 6 | -2 | 5 | 0 | -1 | -2
O=C(Cc1ccccc1)Nc1nccs1 | -1 | 5 | -6 | 0.8 | 7 | 0 | 0 | -1 | 1 | 2
Cc1csc(Nc2ccccc2)n1 | -6 | 6 | 1 | -0.3 | -16 | -4 | -1 | 0 | -8 | 7
O=C(CCCN1C(=O)/C(=C\c2cccs2)SC1=S)Nc1ccc(O)cc1C(=O)O | 13 | -5 | -3 | -0.1 | -12 | 2 | -1 | -5 | 0 | 6
COC(=O)CSc1nnc(CNc2ccc(Cl)cc2)n1-c1ccccc1 | 1 | -2 | 6 | 0.5 | 3 | -1 | 3 | -1 | -4 | -1
COc1ccccc1CNC(=O)COC(=O)CSc1ccc(Cl)cc1 | 4 | -4 | 4 | 0.0 | -1 | -2 | 1 | -2 | -2 | 3
CN(CC(=O)NCc1ccccc1Cl)CC(=O)Nc1ccccc1Br | -10 | -8 | 2 | 0.2 | 5 | -2 | 5 | -1 | 0 | -4
O=C(Nc1ccc(Cl)cc1)N1CCC(c2nc(-c3cccs3)no2)CC1 | -1 | 5 | -6 | -0.9 | -10 | 0 | 4 | 1 | 1 | -3
O=C(CSc1nnnn1-c1ccc2c(c1)CCC2)NCc1cccs1 | -9 | -2 | -8 | 0.6 | 1 | -5 | -10 | -1 | 3 | 2
COc1cnn(-c2cccc(C(F)(F)F)c2)c(=O)c1Cl | -7 | -5 | -4 | 0.2 | 11 | -1 | -4 | 2 | 1 | -4
CCCNC(=O)NCCC12CC3CC(CC(C3)C1)C2 | -7 | 6 | 0 | -0.3 | 3 | -5 | 4 | 11 | -2 | 1
CCN1CCN(c2ccc(NC(=O)c3ccc([N+](=O)[O-])o3)cc2Cl)CC1 | -2 | 0 | 0 | 0.0 | 3 | -1 | -2 | -3 | 0 | 0
COc1ccc(C)cc1NC(=O)COC(=O)c1ccc2ccccc2n1 | 8 | -7 | -2 | 0.3 | 4 | 0 | -1 | 15 | 1 | -1
CCCN(Cc1ccccc1)C(=S)Nc1cccc(C(F)(F)F)c1 | 5 | -3 | -6 | 0.9 | -9 | -2 | 1 | -2 | -2 | 6

Compound profiles, from the list above. Order of screens: TCR-CD3 inh | DDE Tn7 FP inh | SIAE primary | KLK7 zymogen act | TDP2 absorb | PRMT1 inh | DDE Tn6 FP inh | UHRF1 binding | MBD2 DNA inh | LEDGF integ inh
`COc1cnn(-c2cccc(C(F)(F)F)c2)c(=O)c1Cl` reads -7 | -5 | -4 | 0.2 | 11 | -1 | -4 | 2 | 1 | -4
`CCOC(=O)c1cc(C)[nH]c1C` reads -2 | -4 | 3 | 0.5 | -4 | -3 | 3 | 5 | 0 | 0

Arranged by molecular weight (ascending): part of the list above.
SMILES | TCR-CD3 inh | DDE Tn7 FP inh | SIAE primary | KLK7 zymogen act | TDP2 absorb | PRMT1 inh | DDE Tn6 FP inh | UHRF1 binding | MBD2 DNA inh | LEDGF integ inh
CCCNC(=O)NCCC12CC3CC(CC(C3)C1)C2 | -7 | 6 | 0 | -0.3 | 3 | -5 | 4 | 11 | -2 | 1
N#C/C(=C\c1cccc(OC(=O)c2cccs2)c1)C(N)=O | -2 | 4 | 1 | 0.5 | 8 | -2 | 2 | 1 | 3 | 2
O=C(CCCN1C(=O)/C(=C\c2cccs2)SC1=S)Nc1ccc(O)cc1C(=O)O | 13 | -5 | -3 | -0.1 | -12 | 2 | -1 | -5 | 0 | 6

Next part.
SMILES | TCR-CD3 inh | DDE Tn7 FP inh | SIAE primary | KLK7 zymogen act | TDP2 absorb | PRMT1 inh | DDE Tn6 FP inh | UHRF1 binding | MBD2 DNA inh | LEDGF integ inh
CC(c1ccccc1)N(NC(=O)C(O)(c1ccccc1)c1ccccc1)C(=O)c1ccccc1 (centres undefined) | -3 | 4 | -1 | 0.1 | 3 | 0 | 3 | 2 | 5 | -3
CC(C)c1nnc(SCC(=O)Nc2ccc3c(c2)OCO3)n1C | -5 | -2 | -1 | -0.2 | 0 | -1 | -1 | 1 | 1 | -1
COCCn1c(SCC(=O)Nc2cc(C)cc(C)c2)nc2ccccc2c1=O | 1 | -6 | 1 | 0.6 | -14 | -5 | -1 | -1 | -4 | 0
Cc1noc(NS(=O)(=O)c2ccc(NC(=O)c3oc4ccc(F)cc4c3C)cc2)c1C | 1 | 10 | -6 | -0.1 | 19 | -1 | 4 | -1 | -9 | -2
c1ccc2nc(NN=C3CCCCC3)ccc2c1 | -3 | 6 | 1 | -0.5 | -3 | 1 | -1 | -1 | 2 | -9
Cc1cc(C)c(NC(=O)Cn2c([N+](=O)[O-])cnc2C)c(C)c1 | 5 | 1 | -4 | -0.3 | 7 | -4 | 4 | 0 | 0 | -2
CCN(C(C)=O)N(CC)c1nc(Cl)nc(NC(C)C)n1 | -2 | -6 | 2 | -0.8 | 8 | 0 | 2 | -3 | 0 | -1
COc1ccc(OCCSc2nc(-c3ccccc3)cc(=O)[nH]2)cc1 | 0 | -9 | 6 | 0.5 | 3 | -2 | 0 | 1 | 2 | 0
COCCn1c(N)c(C(=O)Nc2sc3c(c2C(=O)OC)CCCC3)c2nc3ccccc3nc21 | -1 | -1 | -2 | 1.0 | -10 | -5 | 4 | -7 | -5 | 0
O=C(N[C@H](C(=O)N1CCC[C@H]1C(=O)NCc1ccccc1)C1CCCCC1)c1ccccc1 | 6 | 6 | 3 | 0.3 | 4 | 1 | 8 | -1 | 2 | 1
CCn1c(SCc2ccc(C(=O)Nc3cc(C)cc(C)c3)cc2)nnc1-c1ccncc1 | 3 | -1 | -4 | 1.0 | -10 | -1 | 5 | -1 | -3 | -3
O=C(Cc1csc(-c2ccc(F)cc2)n1)Nc1cccc(S(=O)(=O)NC2=NCCC2)c1 | -9 | -3 | 5 | 0.7 | -3 | 1 | -2 | 1 | 5 | -3
O=C(CCC(=O)c1cccs1)NNC(=O)c1ccc(Cl)cc1 | -2 | -1 | 2 | -31 | 7 | -2 | 3 | -1 | 1 | 0
COC(=O)c1c(NC(=O)C2CC(C)=C(C)CC2C(=O)O)sc2c1CCCCC2 (centres undefined) | -7 | 0 | 5 | 0.7 | 3 | 2 | 0 | 0 | 1 | 2
CSc1nc(SC)c2c3c(oc2n1)COC(C)(C)C3 | 1 | 5 | -4 | -0.3 | 14 | -1 | 3 | 11 | 4 | 0
CN1CCN(c2nc3c(c(=O)n(C)c(=O)n3C)n2CC(N)=O)CC1 | -1 | 0 | 1 | -0.2 | 3 | 2 | 5 | 1 | 2 | -3
O=C(NCCc1cccc(F)c1)C1CCCN(c2nc3ccccc3s2)C1 (centres undefined) | 2 | -11 | -7 | -0.2 | 9 | 1 | -5 | 1 | -2 | 2
O=c1[nH]n(-c2ccccc2)c(=O)cc1Cl | 2 | 1 | 6 | 0.2 | 10 | 0 | 9 | -1 | -4 | 0
CCc1nc(SCC(=O)N2CCc3ccccc32)c2oc3ccccc3c2n1 | 3 | 0 | 10 | 0.1 | 9 | -2 | 0 | 0 | -5 | 14*
CCOC(=O)c1ccc(NC(=O)Nc2c(C)n(C)n(-c3ccccc3)c2=O)cc1 | -1 | 1 | -6 | -0.2 | -3 | 7 | 0 | 3 | 10 | 0
COc1cccc(C2C(C(=O)c3cccs3)=C(O)C(=O)N2CCN(C)C)c1OC (centres undefined) | 2 | 3 | 2 | 0.1 | 1 | 3 | 5 | -1 | -3 | 1
Fc1ccc(-c2csc(NC(=S)Nc3ccccc3)n2)cc1 | 1 | 0 | 17* | -0.1 | 11 | -7 | 5 | -4 | -1 | 3
Cc1cc(C)c(-n2c(SCc3nc4ccccc4s3)n[nH]c2=O)c(C)c1 | -1 | -3 | 0 | -0.1 | 3 | -1 | -3 | 3 | 4 | -1
O=C1C=C(c2ccc3c(c2)OCO3)C[C@@H](c2ccc3c(c2)OCO3)C1 | -7 | 0 | -3 | -0.5 | -4 | 1 | -3 | 0 | 1 | -2
Cc1cc(C)c2nc(C(F)(F)F)nc(N3CC(C)OC(C)C3)c2c1 (centres undefined) | 6 | -5 | -1 | -0.7 | 7 | 1 | -8 | -2 | 0 | 0
CC(C)Sc1nnc(NC(=O)CCc2ccccc2)s1 | -7 | 8 | 9 | 0.1 | 1 | 6 | -2 | -1 | 2 | -3
Cc1nc2nc(SCC(=O)c3ccc([N+](=O)[O-])cc3)[nH]c2cc1Br | -8 | 7 | 2 | 0.4 | -1 | 4 | -2 | 3 | 0 | -2
Cc1cc(C(=O)O)cc(S(=O)(=O)Nc2c(C)nn(C)c2C)c1C | 2 | 1 | 1 | -0.4 | -12 | -5 | 5 | -1 | -4 | 4

Single entries from the entries so far.
Under LEDGF integ inh, Cc1cc(C(=O)O)cc(S(=O)(=O)Nc2c(C)nn(C)c2C)c1C shows 4
Under MBD2 DNA inh, Cc1noc(NS(=O)(=O)c2ccc(NC(=O)c3oc4ccc(F)cc4c3C)cc2)c1C shows -9

High-throughput results: PubChem, The Scripps Research Institute Molecular Screening Center
